# Screening results from PubChem.
# Anthrax LF prot: blocks Bacillus anthracis lethal factor protease; P15917; multiplex microsphere protease cleavage assay, LF; inhibition, % at 10 µM; 360,000 tested, 0.12% active; AID 588501; also: plate controls were buffer without enzyme for full effect and enzyme alone for no effect
# CCHFV vOTU inh: blocks the CCHF virus ovarian tumor domain protease; 370,000 tested, 0.55% active; inhibition, % at 11.5 µM; CCHFV vOTU protease, Pep-AMC fluorescence; in the data active = inhibition above about 30%; also: 0% = vehicle wells with enzyme and 100% = no enzyme wells
# BoNT-F LC inh: inhibitors of Botulinum neurotoxin F light chain protease. Multiplex microsphere protease cleavage assay, flow cytometry. inhibition, % at 10 µM. 360,000 tested, 0.22% active; in the data active = inhibition above about 35%, passing the limit was not always enough; inconclusive = no clear call, values can overlap the other calls; also: plate controls were buffer without enzyme for full effect and enzyme alone for no effect
# PrPC surface inh: reduces human prion protein on the cell surface. inhibition, % at 13.8 µM. 370,000 tested, 0.43% active. AID 720596. P04156. cell surface PrPC, TR-FRET read-out; in the data active = inhibition above about 24%; also: 0% = median of the test wells and 100% = reference compound wells
# BoNT-A LC inh2: inhibitors of Botulinum neurotoxin A light chain protease. multiplex microsphere protease substrate cleavage, flow cytometry. inhibition, % at 10 µM. 360,000 tested, 0.17% active; also: plate controls were buffer without enzyme for full effect and enzyme alone for no effect
# PfHsp40 yeast: restores yeast growth despite PfHsp40 toxicity; S. cerevisiae expressing PfHsp40, growth rescue, ATP luminescence; growth rescue, % at 12.5 µM; 340,000 tested, 0.68% active; AID 504582; in the data active = growth rescue above about 28%, passing the limit was not always enough; inconclusive = no clear call, values can overlap the other calls;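 also: yeast W303a lacking pdr1 and pdr3 grown in galactose medium; growth measured after three days at 30 °C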
# TcdB GH inh: inhibitors of Clostridioides difficile toxin B glycohydrolase; P18177; TcdB glycohydrolase enzymatic assay, plate reader; inhibition, % at 9.99 µM; 350,000 tested, 0.24% active; in the data active = inhibition above about 10%
# Target sequence (P18177 whole entry, looked up): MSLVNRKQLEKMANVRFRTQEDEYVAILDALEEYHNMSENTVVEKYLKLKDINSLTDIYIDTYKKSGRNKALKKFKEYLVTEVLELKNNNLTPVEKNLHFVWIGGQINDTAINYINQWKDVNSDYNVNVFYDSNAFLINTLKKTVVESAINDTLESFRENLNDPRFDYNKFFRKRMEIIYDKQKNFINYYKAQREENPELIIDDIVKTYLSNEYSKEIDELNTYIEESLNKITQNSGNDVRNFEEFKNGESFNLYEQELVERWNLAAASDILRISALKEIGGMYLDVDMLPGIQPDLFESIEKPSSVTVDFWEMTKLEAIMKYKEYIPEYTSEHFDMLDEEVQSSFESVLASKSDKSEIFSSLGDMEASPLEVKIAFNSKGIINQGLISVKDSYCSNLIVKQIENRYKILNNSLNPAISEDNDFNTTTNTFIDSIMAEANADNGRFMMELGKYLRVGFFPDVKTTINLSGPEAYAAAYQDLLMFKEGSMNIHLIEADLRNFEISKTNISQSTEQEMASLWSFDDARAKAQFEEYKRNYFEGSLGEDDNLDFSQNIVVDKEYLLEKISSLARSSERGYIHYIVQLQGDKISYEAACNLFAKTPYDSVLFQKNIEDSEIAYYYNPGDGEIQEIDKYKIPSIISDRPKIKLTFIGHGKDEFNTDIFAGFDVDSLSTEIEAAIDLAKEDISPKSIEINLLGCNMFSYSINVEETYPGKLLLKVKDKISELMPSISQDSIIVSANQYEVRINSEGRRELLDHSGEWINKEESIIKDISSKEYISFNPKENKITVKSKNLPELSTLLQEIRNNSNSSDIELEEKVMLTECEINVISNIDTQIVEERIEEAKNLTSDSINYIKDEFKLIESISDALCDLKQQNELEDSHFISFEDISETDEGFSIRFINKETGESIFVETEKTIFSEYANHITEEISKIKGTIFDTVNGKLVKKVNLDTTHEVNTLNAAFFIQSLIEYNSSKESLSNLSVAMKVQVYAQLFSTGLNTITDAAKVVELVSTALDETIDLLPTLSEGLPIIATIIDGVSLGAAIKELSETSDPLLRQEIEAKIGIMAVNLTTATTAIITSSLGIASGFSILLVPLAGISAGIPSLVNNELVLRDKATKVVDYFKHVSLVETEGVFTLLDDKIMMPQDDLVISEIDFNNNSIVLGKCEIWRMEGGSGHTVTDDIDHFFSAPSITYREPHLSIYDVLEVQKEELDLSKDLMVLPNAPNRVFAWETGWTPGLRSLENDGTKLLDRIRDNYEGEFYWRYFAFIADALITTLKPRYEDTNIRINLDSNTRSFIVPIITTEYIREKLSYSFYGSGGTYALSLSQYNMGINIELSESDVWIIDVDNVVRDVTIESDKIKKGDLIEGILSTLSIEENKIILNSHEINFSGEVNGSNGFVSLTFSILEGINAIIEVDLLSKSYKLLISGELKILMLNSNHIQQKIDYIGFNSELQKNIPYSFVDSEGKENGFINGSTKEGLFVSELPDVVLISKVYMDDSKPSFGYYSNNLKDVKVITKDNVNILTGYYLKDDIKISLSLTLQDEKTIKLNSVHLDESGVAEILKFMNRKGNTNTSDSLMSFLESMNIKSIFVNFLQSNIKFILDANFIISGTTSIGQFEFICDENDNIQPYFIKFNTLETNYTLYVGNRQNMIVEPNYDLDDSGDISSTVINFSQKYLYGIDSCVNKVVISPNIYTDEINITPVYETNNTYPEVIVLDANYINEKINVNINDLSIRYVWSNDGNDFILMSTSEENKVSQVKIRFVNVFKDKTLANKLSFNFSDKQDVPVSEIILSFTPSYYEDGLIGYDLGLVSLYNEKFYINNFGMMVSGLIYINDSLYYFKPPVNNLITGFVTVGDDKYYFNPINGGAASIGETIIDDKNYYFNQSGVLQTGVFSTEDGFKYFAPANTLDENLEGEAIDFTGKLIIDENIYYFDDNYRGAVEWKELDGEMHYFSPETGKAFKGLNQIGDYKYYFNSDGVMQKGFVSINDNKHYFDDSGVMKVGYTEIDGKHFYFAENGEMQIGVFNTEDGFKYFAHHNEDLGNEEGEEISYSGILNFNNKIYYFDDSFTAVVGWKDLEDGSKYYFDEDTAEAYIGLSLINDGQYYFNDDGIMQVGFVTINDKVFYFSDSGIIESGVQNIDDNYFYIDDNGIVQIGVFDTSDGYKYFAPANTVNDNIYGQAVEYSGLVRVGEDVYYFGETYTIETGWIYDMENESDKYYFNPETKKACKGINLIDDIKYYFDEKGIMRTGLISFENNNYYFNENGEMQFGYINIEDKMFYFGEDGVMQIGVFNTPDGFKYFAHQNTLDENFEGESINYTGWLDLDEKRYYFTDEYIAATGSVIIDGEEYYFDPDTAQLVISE
# Yp Topo-I inh: blocks Yersinia pestis topoisomerase I activity; Y. pestis Topo-I cleavage product accumulation, plate reader; activity, % at 10 µM; 360,000 tested, 0.064% active; in the data active = activity above about 50%, passing the limit was not always enough; inconclusive = no clear call, values can overlap the other calls; also: inactives centre near 2
# FadD28 FP inh: M. tuberculosis FadD28 bisubstrate binding inhibition; FadD28 bisubstrate probe binding, fluorescence polarization; inhibition, % at 12.5 µM; 360,000 tested, 0.22% active; AID 588549; in the data active = inhibition above about 8.5%, passing the limit was not always enough; inconclusive = no clear call, values can overlap the other calls
# An asterisk follows results filed as active; ? = inconclusive; . = no result given. Rule as the data show it, unless noted: active = inhibition above about 30%; inconclusive = no clear call, values can overlap the other calls; inactive = below that.
SMILES,Anthrax LF prot,CCHFV vOTU inh,BoNT-F LC inh,PrPC surface inh,BoNT-A LC inh2,PfHsp40 yeast,TcdB GH inh,Yp Topo-I inh,FadD28 FP inh
Cc1cccc(NC(=O)CSc2nnnn2C2CCCC2)c1,2,10,-5,11,-1.7,-1.0,-0.1,-2,-1.0
CCn1c(=O)c(C(=O)Nc2ccccc2)c(O)c2ccccc21,0,-10,-13,0,0.1,1.2,-0.6,-4,-1.0
Cc1ccc(S(=O)(=O)N2CCN(C(=O)CN3C(=O)NC(C)(c4ccc(Cl)cc4)C3=O)CC2)c(C)c1 (stereo not given),-9,5,-4,-3,-0.3,0.7,-0.9,2,-0.3
Cc1ccnc(NC(=O)CN2C(=O)c3ccccc3S2(=O)=O)c1,1,-7,-7,-8,0.2,0.3,0.5,4,-0.6
O=C(CCSc1ccccc1)N1CCN(C(=O)c2ccco2)CC1,-3,-2,4,5,?,-0.1,0.4,-6,-0.9
CC1CCC(NC(=O)c2cccc(S(=O)(=O)N3CCN(C)CC3)c2)CC1 (stereo not given),-3,-4,6,-2,3.5,-1.4,-1.4,-3,-0.2
Oc1ccc(NCc2cccc(OCc3ccccc3)c2)cc1,-7,73*,-12,-4,-0.9,-0.5,1.3,-5,2.9
CCC(=O)Nc1ccccc1-c1nc2ccccc2[nH]c1=O,-2,1,15,-4,-1.3,-0.6,-0.8,-2,-2.1
COc1ccc(C2=NN(C(=O)c3ccccc3)C(c3ccc(OC)c(OC)c3)C2)c(O)c1 (stereo not given),5,-5,17,0,2.3,0.8,0.2,20,.
CC(C(=O)N1c2ccccc2Sc2ccccc21)n1nnc(-c2cccs2)n1 (stereo not given),-3,12,-7,-10,0.4,2.0,.,20,-5.6
Cc1c(Cl)cccc1N(CC(=O)NC(C)c1ccccc1)S(C)(=O)=O (stereo not given),-8,7,?,7,-3.0,1.5,0.8,9,2.7
O=C(COc1ccc2c3c(c(=O)oc2c1)CCCC3)NCc1ccccn1,1,-17,3,-8,-0.7,-1.0,0.4,8,-1.7
C#CCN(C[C@H]1[C@H](OC(=O)NCc2ccco2)[C@H](OC(=O)NCc2ccco2)C[C@@H](C(=O)OC)[C@H]1C(=O)OC)S(=O)(=O)c1ccc(C)cc1,-8,-1,3,6,-0.8,.,-0.2,28,-1.5
CCN1CC(CN(C)Cc2nc(-c3ccc(OC)c4ccccc34)oc2C)CC1=O (stereo not given),0,-20,-3,-12,0.4,0.2,8.3,12,-3.9
CNC(=O)COC(=O)c1ccc(NC(=O)CC#N)cc1,-2,23,?,3,0.4,-1.9,.,3,-5.3

# Some entries already given with just Yp Topo-I inh and PfHsp40 yeast:
Structure,Yp Topo-I inh,PfHsp40 yeast
O=C(CCSc1ccccc1)N1CCN(C(=O)c2ccco2)CC1,-6,-0.1
CC1CCC(NC(=O)c2cccc(S(=O)(=O)N3CCN(C)CC3)c2)CC1 (stereo not given),-3,-1.4

# Remaining list, next part.
SMILES,Anthrax LF prot,CCHFV vOTU inh,BoNT-F LC inh,PrPC surface inh,BoNT-A LC inh2,PfHsp40 yeast,TcdB GH inh,Yp Topo-I inh,FadD28 FP inh
COC(=O)C(=O)C1CCc2c(Cl)cc(OC)c(OC)c2C1=O (stereo not given),-1,-4,2,-14,0.3,0.2,-2.2,-3,-1.6
COc1ccccc1OCc1nnc(SCC(=O)Nc2nnc(C3CC3)s2)n1C,-7,5,-3,1,-2.0,-0.3,-0.1,9,-0.7
N/C(=N\OC(=O)COc1ccc(Cl)cc1Cl)c1cccnc1,2,-2,0,6,0.3,-0.5,.,1,-3.0
Nc1ccc(C(=O)N/N=C/c2sc(N3CCOCC3)nc2-c2ccccc2)cc1,5,-11,-12,-14,20,0.2,0.6,-5,-0.7
CCc1nnc(NC(=O)CSc2nccn2-c2cccc(C)c2)s1,0,6,-5,7,-0.2,-0.3,1.6,-10,-0.9
O=C(C1CCC(=O)N(C2CCCC2)C1)N1CCN(c2ccccc2Cl)CC1 (stereo not given),-3,-4,3,3,1.9,2.1,1.1,1,0.4
OCCCNc1ncnc2sc3c(c12)CCN(Cc1ccccc1)C3,-24,-135,?,-17,35*,0.1,0.1,-2,0.2
O=C(NC1CCCCCC1)c1c(O)nc2sccn2c1=O,0,3,-6,11,-1.5,?,0.3,1,-0.9
CCC1CCCCN1C(=S)Nc1cccc(S(=O)(=O)N(C)C)c1 (stereo not given),-4,-2,-4,-1,0.0,-1.6,-0.4,4,0.3
COc1ccccc1NC(=O)NNC(=O)CN1C(=O)COc2ccccc21,-6,2,-8,9,-1.6,1.4,0.1,4,0.3
O=c1c2ccccc2nnn1-c1ccccc1,2,1,-2,-9,-0.1,1.6,1.4,-7,-0.8
Nc1cc(C(=O)O)ccc1Sc1ccccc1C(=O)O,-4,12,-3,5,0.3,4.6,1.0,-5,-2.6
CC(C)C(OC(=O)c1cc2sccc2n1C)C(=O)NCC1CCCO1 (stereo not given),-5,-13,-15,-2,-3.2,-1.2,.,20,-1.7
O=C(N/C(=C/c1ccco1)C(=O)N1CCOCC1)c1cccs1,-5,16,-7,-7,-1.1,0.1,-0.5,7,-4.3
CC1(C)CC(=O)C=C(NNC(=O)OC(C)(C)C)C1,4,5,7,-5,-0.2,-0.4,1.3,-9,-1.7
CSc1cccc(NC(=O)C2C3C=CC4(O3)C2C(=O)N(CCCN2CCOCC2)C4C(=O)NC2CCCCC2)c1 (stereo not given),5,3,10,4,2.5,-1.3,-0.5,0,-0.3
CN1C[C@@H]2[C@@H]3C(=O)N(C)C(=O)[C@@H]3[C@](C)(C1=O)N2C(=O)c1ccc(Br)cc1,-5,7,5,-6,-0.2,-0.7,1.5,7,-3.1
Cc1ccc(Cl)cc1N1CCN(S(=O)(=O)c2cc3c(cc2C)NC(=O)CO3)CC1,8,10,3,8,-0.5,0.2,-0.2,31,-2.2
COc1ccc(-n2c(=O)cc(N3CC(C)OC(C)C3)[nH]c2=O)cc1 (stereo not given),0,-5,-2,5,-0.6,-0.4,.,6,-2.4
COc1cc(/C=N/NC(=O)COc2ccc(Cl)cc2)ccc1OS(=O)(=O)c1ccc(C)cc1,-11,4,-14,-1,0.2,1.5,.,25,-0.2
CCOC(=O)CNC(=O)N1CCCC(CCC(=O)NCc2ccc(F)c(F)c2)C1 (stereo not given),-1,-10,2,-1,-0.8,-0.7,.,-5,-1.8
C1CCN2C[C@@H]3C[C@@H](CN4CCCC[C@@H]34)[C@H]2C1,-12,-11,-9,-1,0.2,-0.1,0.4,14,-2.4
COc1ccccc1NC(=S)NCCc1ccc(OC)c(OC)c1,-9,-2,-4,-3,-0.4,1.1,1.2,-1,-0.3
O=C(O)CSc1ncnc2c1sc1nc(-c3ccccc3)c3c(c12)CCC3,.,7,.,0,.,-0.3,0.8,32,-9.6
NC(=O)CSc1nc2sc(-c3ccccc3)cc2c(=O)n1N,-2,13,1,-12,-0.4,0.6,.,11,-0.4
CCNC(=S)N/N=C(\C)c1ccc(Cl)s1,0,8,-6,-8,-1.0,2.6,.,6,-3.3
CCCc1nnc(SCC(=O)N2CCOCC2)n1C,2,12,8,0,0.6,0.8,.,9,-2.4
COc1ccc2c(c1)C(NS(=O)(=O)OCC(Cl)(Cl)Cl)CCC2 (stereo not given),0,8,1,-1,0.5,5.4,1.3,1,-2.6
Cn1nccc1C(=O)NC1CCN(Cc2ccccc2)CC1,-1,5,3,-3,3.2,0.5,0.3,-11,-0.8
CCc1c(C)sc(NC(=S)Nc2cccnc2)c1C(=O)OC,1,6,-5,9,-0.4,0.3,0.1,-8,-2.2

# Ordered by count of non-hydrogen atoms (rising): some entries from above
SMILES,Anthrax LF prot,CCHFV vOTU inh,BoNT-F LC inh,PrPC surface inh,BoNT-A LC inh2,PfHsp40 yeast,TcdB GH inh,Yp Topo-I inh,FadD28 FP inh
O=c1c2ccccc2nnn1-c1ccccc1,2,1,-2,-9,-0.1,1.6,1.4,-7,-0.8
CCCc1nnc(SCC(=O)N2CCOCC2)n1C,2,12,8,0,0.6,0.8,.,9,-2.4
CNC(=O)COC(=O)c1ccc(NC(=O)CC#N)cc1,-2,23,?,3,0.4,-1.9,.,3,-5.3
O=C(NC1CCCCCC1)c1c(O)nc2sccn2c1=O,0,3,-6,11,-1.5,?,0.3,1,-0.9
Cc1cccc(NC(=O)CSc2nnnn2C2CCCC2)c1,2,10,-5,11,-1.7,-1.0,-0.1,-2,-1.0
CCC1CCCCN1C(=S)Nc1cccc(S(=O)(=O)N(C)C)c1 (stereo not given),-4,-2,-4,-1,0.0,-1.6,-0.4,4,0.3
COc1ccc(-n2c(=O)cc(N3CC(C)OC(C)C3)[nH]c2=O)cc1 (stereo not given),0,-5,-2,5,-0.6,-0.4,.,6,-2.4
OCCCNc1ncnc2sc3c(c12)CCN(Cc1ccccc1)C3,-24,-135,?,-17,35*,0.1,0.1,-2,0.2
COc1ccccc1NC(=O)NNC(=O)CN1C(=O)COc2ccccc21,-6,2,-8,9,-1.6,1.4,0.1,4,0.3
COc1ccccc1OCc1nnc(SCC(=O)Nc2nnc(C3CC3)s2)n1C,-7,5,-3,1,-2.0,-0.3,-0.1,9,-0.7
COc1ccc(C2=NN(C(=O)c3ccccc3)C(c3ccc(OC)c(OC)c3)C2)c(O)c1 (stereo not given),5,-5,17,0,2.3,0.8,0.2,20,.
COc1cc(/C=N/NC(=O)COc2ccc(Cl)cc2)ccc1OS(=O)(=O)c1ccc(C)cc1,-11,4,-14,-1,0.2,1.5,.,25,-0.2
Cc1ccc(S(=O)(=O)N2CCN(C(=O)CN3C(=O)NC(C)(c4ccc(Cl)cc4)C3=O)CC2)c(C)c1 (stereo not given),-9,5,-4,-3,-0.3,0.7,-0.9,2,-0.3
C#CCN(C[C@H]1[C@H](OC(=O)NCc2ccco2)[C@H](OC(=O)NCc2ccco2)C[C@@H](C(=O)OC)[C@H]1C(=O)OC)S(=O)(=O)c1ccc(C)cc1,-8,-1,3,6,-0.8,.,-0.2,28,-1.5

# (continued)
SMILES,Anthrax LF prot,CCHFV vOTU inh,BoNT-F LC inh,PrPC surface inh,BoNT-A LC inh2,PfHsp40 yeast,TcdB GH inh,Yp Topo-I inh,FadD28 FP inh
Cc1ccc2c(c1)S/C(=C/c1ccc[n+](C)c1)N2CCO,-3,13,-8,-18,-0.4,0.4,1.5,7,-0.3
CN(C)S(=O)(=O)Nc1ccc(Cc2ccncc2)cc1,-3,-9,5,-4,-0.1,.,1.2,1,-2.8
Cc1ccc(N2CC(C(=O)N3CCC4(CC3)CC(=O)c3ccccc3O4)CC2=O)cc1 (stereo not given),.,-8,.,-8,.,-0.4,-0.7,-1,-1.1
COCCN1C[C@@H](CO)O[C@@H](n2cnc3c(NCc4ccncc4)ncnc32)C1,1,-3,2,-1,-0.8,.,2.7,0,-0.4
CCN(CC)C(=O)C1CCN(S(=O)(=O)c2c(C)noc2/C=C/c2cccc(C)c2)CC1,-4,3,-5,8,-0.1,2.4,-7.0,19,-1.9
O=[N+]([O-])c1cc(S(=O)(=O)Nc2cccc(C(F)(F)F)c2)ccc1-n1nnc2ccccc21,0,18,-5,5,-0.8,2.5,.,-3,?
Cc1ccn(C(=O)c2ccc(NC(=O)CC(C)C)cc2)n1,-2,12,-2,-1,0.0,-1.0,.,-5,-2.0
S=C(NCc1ccc(Cl)cc1)NC1CCCCC1,-2,11,-7,-3,0.2,-0.5,.,1,-1.9
O=C(N/N=C/c1cccnc1)c1ccc(S(=O)(=O)N2CCCCCC2)cc1,0,15,4,-2,-0.2,-0.9,0.4,3,-3.1
Cc1cc(C)n2nc(-c3ccc(Cl)cc3)cc2n1,-11,-11,5,14,0.3,3.0,0.4,-1,-0.7
O=C(NCc1ccco1)C1(S(=O)(=O)c2ccccc2)CC=CC1,-4,6,-2,1,-0.5,-0.7,1.7,3,-2.7
